Screening data as filed in PubChem BioAssay.
TSHR antag: Antagonists of the Thyroid Stimulating Hormone Receptor: HTS campaign. activity change, negative = inhibition, % at 11.5 µM. AID 504810, 2011. Thyrotropin receptor (Homo sapiens), P16473. actives 0.2% (n = 330,000). TSHR-expressing cells, TSH-stimulated cAMP HTRF, 2 h; stronger effect = lower value;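 active = activity change below a set negative limit, meaning inhibition stronger than a set level, cut at about -70% in these data; inconclusive = activity change between two set negative limits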; note: % is set by controls: 0 for no effect and ±100 for the full control effect
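Antagonism was scored as loss of TSH-driven cAMP in TSHR cells, stimulated with 4nM TSH (EC80) for 2 hours at 37 deg C and detected by homogeneous HTRF competition immunoassay.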
USP2a block: qHTS Assay for Inhibitors of Ubiquitin-specific Protease USP2a Using CHOP2 as the Reporter; Potency, µM (highest dose often 38.3 µM), inactives show top-dose activity change, negative = inhibition, hits mostly inhibitors; actives 0.01% (n = 330,000); USP2 core, Ub-CHOP2 coupled fluorogenic reporter, 485/531; AID 463254, 2010; Ubiquitin carboxyl-terminal hydrolase 2 (Homo sapiens), O75604;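 note: potency is the fitted concentration of half-maximal effect; plate controls were DMSO wells for no effect and full inhibition by NEM control for full effect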
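Cell-free coupled assay: 10nM USP2 core preincubated 30min RT with compound in Tris-HCl pH 8.0/CaCl2/CHAPS buffer, then 25nM Ub-CHOP2 and 25nM reporter substrate; fluorescence (Ex 485/Em 531) read after 60min RT, normalized to NEM inhibition, concentration-response curves fitted.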
ASM inhibitor: Inhibitors of Secretory Acid Sphingomyelinase (S-ASM): qHTS. placental ASM, HMU-PC fluorogenic substrate, 60 min. Potency, µM (titrated, usually from 57.5 µM), for inactives: top-dose activity change, negative = inhibition, hits mostly inhibitors. actives 0.006% (n = 340,000). AID 504937, 2011; note: potency is the fitted concentration of half-maximal effect
Target sequence (P17405 47-631 limits assumed): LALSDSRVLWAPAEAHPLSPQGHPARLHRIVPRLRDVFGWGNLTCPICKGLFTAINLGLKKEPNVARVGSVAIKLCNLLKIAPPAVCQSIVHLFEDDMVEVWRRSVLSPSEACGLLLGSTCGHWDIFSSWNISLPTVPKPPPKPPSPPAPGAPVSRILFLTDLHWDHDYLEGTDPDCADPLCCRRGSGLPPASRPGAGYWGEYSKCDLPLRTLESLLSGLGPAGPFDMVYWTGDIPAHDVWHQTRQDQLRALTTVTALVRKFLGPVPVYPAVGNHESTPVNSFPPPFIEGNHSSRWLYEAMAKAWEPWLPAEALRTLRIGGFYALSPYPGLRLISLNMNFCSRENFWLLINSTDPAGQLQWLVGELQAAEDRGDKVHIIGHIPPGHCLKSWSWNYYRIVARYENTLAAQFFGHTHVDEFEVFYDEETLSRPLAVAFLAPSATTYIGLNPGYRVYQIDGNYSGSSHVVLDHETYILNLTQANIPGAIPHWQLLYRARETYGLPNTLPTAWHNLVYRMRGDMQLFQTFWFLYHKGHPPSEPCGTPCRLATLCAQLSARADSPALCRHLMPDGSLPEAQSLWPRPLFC
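Human placenta-derived ASM enzyme was preincubated with compound for 10 minutes at room temperature, then given fluorogenic substrate HMU-PC0 (9 uM final) for 60 minutes at 37 °C; a pH 10 stop preceded fluorescence reading at Ex 386/Em 447 nm.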
hERG WT inh: qHTS for Inhibitors of KCHN2 3.1: Wildtype qHTS | actives 0.37% (n = 340,000) | U2OS, BacMam KCNH2, thallium flux FluxOr; stronger effect = lower value | AID 720551, 2013 | Voltage-gated inwardly rectifying potassium channel KCNH2 (Homo sapiens), Q12809 | activity change, % at 1.84 µM;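 active = maximum activity change below -70%; inconclusive = maximum activity change between -70% and -50%; inactive = maximum activity change above -50%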; note: % is set by controls: 0 for no effect and ±100 for the full control effect
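U2OS cells were transduced with wild-type KCNH2 virus (2.03 x 10^8 / mL) for 4 h at room temperature, then cultured overnight at 37 C. Thallium flux was read with FluxOr dye. Rate constants were normalized to DMSO controls.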
Eya2 inh: qHTS Assay for Inhibitors of the Phosphatase Activity of Eya2. Protein phosphatase EYA2 (Homo sapiens), O00167. recombinant Eya2, OMFP fluorescence dephosphorylation (OMFP is methylfluorescein phosphate). Potency, µM (highest dose often 76.9 µM), for inactives: top-dose activity, negative = inhibition, hits mostly inhibitors. actives 0.006% (n = 330,000). AID 488837, 2010; note: potency is the fitted concentration of half-maximal effect; % is set by controls: 0 for no effect and ±100 for the full control effect
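Eya2 protein (added as 0.2 uM solution) was preincubated with compound for 10 min at ambient temperature in 50 mM HEPES pH 7.5, 50 mM NaCl, 5 uM MgCl2, 0.05% BSA, 1 mM DTT. OMFP (added at 50 uM) then reacted 10 min; fluorescence read at 485/525 nm.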
GALK inh: qHTS Assay for Inhibitors of Human Galactokinase (GALK); P51570; Purified GALK, Kinase-Glo residual ATP luminescence; Potency, µM (highest dose often 57.5 µM), inactives show top-dose activity change, negative = inhibition, actives largely listed as inhibitors; actives 0.007% (n = 270,000); note: potency is the fitted concentration of half-maximal effect; % is set by controls: 0 for no effect and ±100 for the full control effect
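Compounds were pin-transferred into ATP buffer (35 uM final), then GALK plus galactose (5 nM, 100 uM final) was added. After 1 h at room temperature, Kinase-Glo Plus was added and luminescence read after 10 min.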
Mito fusion yeast: qHTS Assay for Small Molecule Inhibitors of Mitochondrial Division or Activators of Mitochondrial Fusion. S. cerevisiae fusion-defective mutant growth rescue, CellTiterGlo 48 h. Potency, µM (titrated, usually from 46.1 µM), for the others: at the highest dose growth rescue (activation), most hits filed as activators. actives 0.23% (n = 320,000). AID 485298, 2010;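 note: potency is the fitted concentration of half-maximal effect; % of control where 0% means no effect; nearly all actives have a fitted effect of over 45% in size; temperature-sensitive fusion mutants such as fzo1-1 at 37 °C on non-fermentable ethanol glycerol medium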
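S. cerevisiae fusion-defective temperature-sensitive mutants (e.g. fzo1-1, mgm1-5) grown 48 h at 37C in YPEG (ethanol/glycerol non-fermentable) medium with 23 nl compound per well; growth rescue read as CellTiterGlo luminescence.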
Menin MLL FP TR: qHTS Assay for Inhibitors Targeting the Menin-MLL Interaction in MLL Related Leukemias: Competition With Texas Red Labeled MLL-derived Mutant Peptide; O00255; Menin + Texas Red MLL mutant peptide, fluorescence polarization; Potency, µM (doses to about 61.6 µM), for the others: at the highest dose FP activity change, negative = inhibition, most hits filed as inhibitors; actives 0.23% (n = 270,000); AID 1768, 2009; active = well fitted inhibition curve with a large enough effect in the polarisation, with a control signal flat, not every such curve was filed as active; inconclusive = small, poorly fitted or top-dose-only effect, or effect the other way, or a change in a side signal; inactive = no such curve, though single readings can be large or run the other way; the % refers to the polarisation; note: potency is the fitted concentration of half-maximal effect; % of control where 0% means no effect; many of its hits are not listed in these tables
MBNL1-CUG inh: qHTS Assay for Inhibitors of MBNL1-poly(CUG) RNA binding; TR-FRET MBNL1-His/biotin-(CUG)12 binding, 665/545 ratio; actives 0.036% (n = 280,000); Potency, µM (top dose mostly 57.5 µM), without a hit: at the top dose activity change, negative = inhibition, usual class: inhibitors; AID 2675, 2010; active = well fitted inhibition curve with a large enough effect in the signal ratio, with a control signal flat, not every such curve was filed as active; inconclusive = small, poorly fitted or top-dose-only effect, or effect the other way, or a change in a side signal; inactive = no such curve, though single readings can be large or run the other way; the % refers to the signal ratio; note: potency is the fitted concentration of half-maximal effect; % is set by controls: 0 for no effect and ±100 for the full control effect
Target sequence (Q9NR56 whole entry, looked up): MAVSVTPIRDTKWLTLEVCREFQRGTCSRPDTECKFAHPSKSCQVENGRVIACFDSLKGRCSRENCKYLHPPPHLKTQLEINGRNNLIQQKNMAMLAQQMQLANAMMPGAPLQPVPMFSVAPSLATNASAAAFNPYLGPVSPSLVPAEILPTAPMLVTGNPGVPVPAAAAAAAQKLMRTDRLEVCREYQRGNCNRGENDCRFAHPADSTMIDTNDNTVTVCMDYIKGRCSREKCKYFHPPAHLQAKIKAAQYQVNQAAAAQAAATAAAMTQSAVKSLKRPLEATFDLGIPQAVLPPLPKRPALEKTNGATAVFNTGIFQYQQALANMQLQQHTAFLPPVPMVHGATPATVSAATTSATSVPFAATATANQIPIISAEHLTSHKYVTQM
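TR-FRET readout: Ex 340 nm, 665/545 nm emission ratio, normalized to buffer-only (basal) and MBNL1-(CUG)12 controls. Complex of MBNL1-His with Biotin-(CUG)12, compounds 92 nM–58 uM, incubated 60 min at room temperature.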
PKM2 activator: qHTS Assay for Activators of Human Muscle isoform 2 Pyruvate Kinase. purified PKM2, Kinase-Glo ATP luminescence, activation; response scale: 0% is enzyme alone, no compound. Potency, µM (titrated, usually from 57.5 µM), inactives show at the top dose activation, most hits filed as activators. actives 0.34% (n = 260,000). AID 1631, 2009; note: potency is the fitted concentration of half-maximal effect; % is set by controls: 0 for no effect and ±100 for the full control effect; nearly all actives have a fitted effect of over 55% in size
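hPK-M2, >95% pure; 0.1 mM ADP / 0.5 mM PEP final; imidazole pH7.2 buffer w/ 7 mM MgCl2, 50 mM KCl; 1 h RT; Kinase-Glo lum. Intermediate enzyme activity for dual inhibitor/activator qHTS.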
Chronic BCR inh: qHTS Assay to Find Inhibitors of Chronic Active B-Cell Receptor Signaling; actives 0.05% (n = 340,000); ABC-DLBCL IkBa-CBG/CBR reporter, luminescence ratio, 4 h; Potency, µM (top dose mostly 46.1 µM), for the others: top-dose ratio change, negative = lower green/red ratio, actives largely listed as inhibitors; active = well fitted inhibition curve with a large enough effect in the signal ratio, with a control signal flat, not every such curve was filed as active; inconclusive = small, poorly fitted or top-dose-only effect, or effect the other way, or a change in a side signal; the % refers to the signal ratio;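 note: potency is the fitted concentration of half-maximal effect; plate controls were basal doxycycline-induced cells for no effect and cells given 10 µM MG132 for full effect; MG132 reads +100%, hits lower the ratio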
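Concentration-response series (up to 46 uM) were applied to TMD8 dual-reporter cells for 4 h at 37C with doxycycline. Green/red ratio, after filter-overlap correction, defined %Activity; red signal alone was normalised to basal cells and zero luminescence.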
The depositor's hits bear a star; i = inactive; ? = inconclusive; · = no result given; [ ] = dose if it differs, or a comment. Unless noted, calls come from the whole dose curve; as a rule, active = well fitted curve in the direction sought with a large enough effect; inconclusive = small, poorly fitted or top-dose-only effect, or another doubt; inactive = no such curve, though single readings can be large; an effect the other way counts as inactive or inconclusive.

SMILES | TSHR antag | USP2a block | ASM inhibitor | hERG WT inh | Eya2 inh | GALK inh | Mito fusion yeast | Menin MLL FP TR | MBNL1-CUG inh | PKM2 activator | Chronic BCR inh
Cc1nn(C)c(C(=O)NC2C3CC4CC(C3)CC2C4)c1Cl (configuration not stated) | -8 | 1% | 1% | 1 | -10% | · | -53%[inhibitor] | -12% | 3%[11.5 µM] | -3% | -6%
O=C(O)/C=C/C(=O)Nc1ccc(SC(F)(F)F)cc1 | 1 | -2% | 9% | -13 | -13% | · | -1% | 0% | 6% | 6% | 3%
COc1ccc(NC(=O)C2CC(=O)N(CCc3ccc(F)cc3)C2)c(OC)c1 (configuration not stated) | 17 | 1% | 0% | -5 | -1% | 7% | 0% | ? | -3% | -4% | 3%
O=C(c1c(F)cccc1Cl)N1CCN(c2ccccn2)CC1 | -7 | 3% | -4% | 6 | 6% | 10% | 11% | -15% | 2% | -2% | -5%
CCc1ccc(N2CCCn3c2nc2c3c(=O)n(CCN3CCOCC3)c(=O)n2C)cc1 | -16 | 2% | · | · | 12% | 1% | 2% | 17% | -5% | -1% | 1%
COC(=O)c1nn2c(C(F)(F)F)cc(-c3ccc(Br)o3)nc2c1Br | -5 | 1% | 25% | 2 | 3% | 7% | 2% | ? | 5% | -5% | 3%
COc1ccc(C(C#N)N2CCOCC2)cc1 (configuration not stated) | -11 | 3% | 1% | -2 | 5% | -2% | -6% | 8% | -14% | 23% | 5%
CCCNc1cc(C)oc(=O)c1C(=O)CC | 0 | -1% | 1% | -5 | 5% | 0% | 5% | -2% | 1% | 3% | 12%
CCOc1ccc(/C=N/NC(=O)c2nnn(-c3nonc3N)c2CN(C)C2CCCCC2)cc1 | -6 | 2% | -2% | -102* | 1% | 3% | 0% | ? | -1% | · | ?
COc1ccccc1-c1cc(C(=O)Nc2cc(C)on2)no1 | -23 | -2% | -1% | -19 | 5% | -2% | -5% | ? | 22% | -3% | ·
COc1ccc(C(C#N)C2(C)OCCO2)cc1OC (configuration not stated) | 10 | 0% | -2% | 2 | 2% | -2% | 3% | -9% | ? | -4% | -11%
Cn1c(OCc2ccco2)nc2c1c(=O)n(Cc1ccc(Cl)c(Cl)c1)c(=O)n2C | -9 | 1% | -3% | -2 | -21% | 2% | -1% | -1% | -3% | 18% | ?
CCn1c2ccccc2c2nc3cc(OC)c(OC)cc3nc21 | -5 | -2% | i | -3 | -11% | 0% | -4% | ? | ? | -9% | ?
Cc1noc(C)c1C(=O)NC(Cc1c[nH]c2ccccc12)C(=O)O (configuration not stated) | 3 | -2% | -3% | -1 | 0% | · | · | · | · | · | 0%
S=c1nc(-c2cc(Cl)cc(Cl)c2)[nH][nH]1 | 5 | 2% | 3% | 7 | 5% | -1% | 28% | · | · | 1% | ?
Cc1ccc(NC(=O)c2ncn(CC(=O)NCC(C)c3ccccc3)n2)cc1C (configuration not stated) | -2 | 0% | -1% | 4 | 6% | · | · | · | · | · | -1%
O=C(N/N=C/c1ccccc1OC(F)F)NC1CCCCC1 | -10 | 3% | -2% | 13 | -5% | -1% | 5% | · | -11% | -3% | -15%
OCC(O)C1OC(Nc2ccc(Cl)cc2)C(O)C1O (configuration not stated) | 5 | 1% | 3% | 0 | -6% | 5% | 7% | · | -4% | -1% | 0%
COC(=O)C1=C(C)NC(C)=C(C(=O)OC)C1c1cc2cc(C)ccc2[nH]c1=O | -9 | 3% | 49%[activator] | -5 | -17% | 3% | 0% | -8% | ? | 1% | 0%
COc1ccc(S(=O)(=O)N2CCC(Cc3ccccc3)CC2)cc1C(N)=O | 10 | 1% | 1% | 11 | 7% | 8% | -1% | ? | -8% | 0%[11.5 µM] | 0%
CC(C)c1cc(N2CCOCC2)n2ncc(-c3ccccc3)c2n1 | -7 | 0% | 14% | 13 | 5% | -1% | -16% | -3% | 2% | · | 4%
Cc1nc2cc(-n3ccc(=O)cc3)ccc2n1-c1ccccc1 | 6 | -2% | -1% | -3 | -12% | 0% | 0% | -3% | -9% | 0% | ?
CC1CCN(S(=O)(=O)c2ccc3c(c2)N(CC(=O)NCCN2C(C)CCCC2C)C(=O)CS3)CC1 (configuration not stated) | 1 | -8% | 2% | -76* | -1% | 6% | -9% | · | 1% | · | -8%
O=C(CCC(=O)c1cccs1)NCC(=O)Nc1ccc(F)c(F)c1F | 29 | -1% | 5% | 2 | -4% | 0% | 4% | 13% | · | -1% | -12%
CC(C)Oc1cc(NC(=O)CS(=O)CC(=O)N(C)C)c(Cl)cc1Cl (configuration not stated) | -20 | 1% | 3% | 5 | 0% | 1% | 5% | -16% | 6% | 3% | ?
CC(=O)Nc1ccc(Nc2cc(C)nc3c(-c4ccc(Cl)cc4)cnn23)cc1 | -4 | -1% | 146%[activator] | -8 | 1% | · | ? | ? | 15% | -1% | 10%
COc1ccc(NS(=O)(=O)c2cccc(NC(=O)CCC(=O)c3cccs3)c2)cc1 | -5 | 3% | 8% | -4 | 4% | -2% | -4% | ? | -12% | -1% | -1%
CC(CCc1ccccc1)NS(=O)(=O)c1ccccc1F (configuration not stated) | -2 | -2% | 1% | -7 | 1% | 15% | 5% | -8% | -4% | 0% | 0%
O=S(=O)(c1ccc2ccccc2c1)N1CCN(S(=O)(=O)c2c(F)cccc2F)CC1 | -12 | 3% | -3% | · | 4% | · | · | · | · | · | 5%
CSc1ccccc1C(=O)Nc1ncn[nH]1 | 3 | 1% | 0% | -11 | -16% | -3% | 2% | 3% | -16% | 0%[11.5 µM] | 4%
CC1C(=NO)C(C)C(c2ccccc2)NC1c1ccccc1 (configuration not stated) | 13 | -1% | 1% | -16 | -1% | 1% | 0% | -5% | -1% | -5% | 2%
O=C1CS/C(=N/N=C/c2ccc(OS(=O)(=O)c3ccccc3)cc2)N1 | -1 | 5% | -4% | 3 | 0% | -1% | -12% | ? | 1% | · | -1%
O=C(c1cccc(C(F)(F)F)c1)N1CCN(S(=O)(=O)c2ccc(Cl)s2)CC1 | -1 | -1% | 0% | 3 | -1% | -2% | 2% | · | -7% | 2% | 0%

One compound at a time, as listed above.
Profile of O=C(CCC(=O)c1cccs1)NCC(=O)Nc1ccc(F)c(F)c1F = TSHR antag: 29; USP2a block: -1%; ASM inhibitor: 5%; hERG WT inh: 2; Eya2 inh: -4%; GALK inh: 0%; Mito fusion yeast: 4%; Menin MLL FP TR: 13%; MBNL1-CUG inh: ·; PKM2 activator: -1%; Chronic BCR inh: -12%
Profile of CC(=O)Nc1ccc(Nc2cc(C)nc3c(-c4ccc(Cl)cc4)cnn23)cc1 = TSHR antag: -4; USP2a block: -1%; ASM inhibitor: 146%[activator]; hERG WT inh: -8; Eya2 inh: 1%; GALK inh: ·; Mito fusion yeast: ?; Menin MLL FP TR: ?; MBNL1-CUG inh: 15%; PKM2 activator: -1%; Chronic BCR inh: 10%

An excerpt; rates above refer to the full screens.
